# Screening results from PubChem.
# GlmU inhibition: inhibition of mycobacterial GlmU enzyme – biochemical, glucosamine-1-phosphate acetyltransferase (AID 1376); 220,000 tested, 0.25% active; inhibition, %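 (tested at 30 µM in the primary screen)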, or IC50 in µM where a hit was titrated; M. tuberculosis GlmU acetyltransferase enzyme assay; higher % means a stronger effect; in the data active means inhibition above about 13%;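 further: 0% = complete reaction with vehicle and 100% = reaction without substrate; strong numbers were not always called active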
# Mtb RmlCD inh: inhibitors of Mycobacterium tuberculosis RmlC and RmlD coupled enzymes | P9WH09+P9WH11 | RmlC+RmlD coupled enzyme assay, percent inhibition; primary screen in compound mixtures | inhibition, % at 3.6 µM | 160,000 tested, 0.03% active; in the data active means inhibition mostly above about 34%, no sharp cut-off; further: some results filed as inactive read as strong as hits
# Target sequence (P9WH09 whole entry, looked up): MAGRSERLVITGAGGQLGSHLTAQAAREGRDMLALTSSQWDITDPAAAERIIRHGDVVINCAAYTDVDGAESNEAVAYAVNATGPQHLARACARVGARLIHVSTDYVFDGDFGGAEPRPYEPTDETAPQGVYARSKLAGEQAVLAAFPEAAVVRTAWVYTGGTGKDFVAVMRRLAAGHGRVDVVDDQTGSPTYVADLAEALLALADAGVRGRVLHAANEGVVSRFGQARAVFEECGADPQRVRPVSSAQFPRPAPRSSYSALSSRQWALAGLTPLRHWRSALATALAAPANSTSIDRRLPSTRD
# Target sequence (P9WH11 whole entry, looked up): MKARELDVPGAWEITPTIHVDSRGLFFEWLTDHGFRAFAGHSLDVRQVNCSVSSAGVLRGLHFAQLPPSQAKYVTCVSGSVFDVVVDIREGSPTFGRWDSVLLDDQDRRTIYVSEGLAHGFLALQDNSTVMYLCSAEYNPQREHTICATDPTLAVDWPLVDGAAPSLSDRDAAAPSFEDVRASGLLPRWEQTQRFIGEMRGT
# * marks the source's active call; other numbers are inactive results; x = not tested or not shown. A portion of the library; the hit share may differ from the screen's.
molecule | Mtb RmlCD inh | GlmU inhibition
Cc1cc(=O)n2[nH]cc(C(=O)O)c2n1 | x | 7.8%
CC1(C)C2CC=C(/C=N/NC(=O)c3ccc(O)cc3)C1C2 (stereo not drawn) | -1 | 7.4%
Cc1ccc(NC(=S)N(C)N)cc1Cl | -11 | 2.3%
Cc1coc(NC(=O)CSc2nc(-c3ccncc3)cc(C(F)(F)F)c2C#N)n1 | x | -2.1%
COc1cc(NC(=O)C23CC4CC(C2)CC(n2nnc(C)n2)(C4)C3)c(OC)cc1Cl | x | 5.2%
CC(C)CCNC(=O)CN1C(=O)CN=C(c2ccccc2)c2ccccc21 | 5 | -0.8%
COC(Cn1c(C)c(C(C)=O)c(C(C)=O)c1C)OC | 7 | x
O=C1Nc2ccccc2C1(O)C/C(=N/O)c1ccccc1 (stereo not drawn) | 3 | -1.8%
CCOC(=O)CN(c1cc([N+](=O)[O-])ccc1OC)S(C)(=O)=O | 4 | 1.1%
COc1ccc(NC(=O)CC2C(=O)N(c3ccc(Cl)cc3)C(=S)N2CCc2ccncc2)cc1 (stereo not drawn) | -11 | 1.3%
COc1ccc(NC(=O)/C(=C/c2ccc(OC(C)=O)c(OC)c2)NC(C)=O)cc1 | 4 | 1.9%
Nc1nc(NCC2CCCO2)nc(Nc2ccccc2)c1[N+](=O)[O-] (stereo not drawn) | -9 | 0.5%

# The list goes on.
molecule | Mtb RmlCD inh | GlmU inhibition
O=c1c2c3c(sc2[nH]c(=S)n1Cc1ccco1)CCC3 | -14 | 3.8%
COC(=O)c1sccc1NC(=O)CSc1ccc(Cl)cc1 | x | 0.9%
CCN(CC)Cc1c(O)c(Cl)cc2c(C)cc(=O)oc12 | 1 | -0.9%
Cc1nc(CS(=O)(=O)c2ccccc2)cc(Sc2ccc(Cl)cc2Cl)n1 | 8 | 4.5%
Cn1c(Cn2c(=O)sc3ccccc32)nnc1SCC(=O)Nc1cccc(Cl)c1 | -2 | -2.7%
O=C(COC(=O)CCC(=O)c1cccs1)NC(=O)c1ccc(OC(F)F)cc1 | 5 | 0.1%
Cc1ccc(NC(=O)CSc2nnc(-c3cccs3)o2)cc1S(=O)(=O)N(C)C | x | -2.5%
Cc1cc2cc(CNC(=O)c3ccc(Br)o3)ccc2n1C | x | -4.1%
O=C(c1cc(N2CCCCC2)nc2ccccc12)N1CCOCC1 | -8 | 8.0%
O=C(Nc1ccc(Br)cc1)c1ccc(Br)c(S(=O)(=O)Nc2cccnc2)c1 | 16 | -0.9%
COc1cc2cc(CN(CCO)S(=O)(=O)c3ccccc3)c(=O)[nH]c2cc1OC | -7 | -3.0%
CCOC(=O)c1cc(NC(=O)C2C3CCC(O3)C2C(=O)O)cc(C(=O)OCC)c1 (stereo not drawn) | -9 | 0.0%

# Other compounds.
molecule | Mtb RmlCD inh | GlmU inhibition
COc1cccc(C(=O)n2cnnc2N)c1OC | -2 | 3.3%
CCOC(=O)CNC(=O)CSc1nc(-c2ccc(C)cc2)ns1 | -9 | 1.0%
CCCCn1c(O)c(C=NCc2ccc3c(c2)OCO3)c(=O)[nH]c1=O | 10 | 1.2%
CCCn1c(SCC(=O)Nc2ccccc2N2CCOCC2)nc2c1c(=O)n(C)c(=O)n2C | x | 3.0%
CCSS(=O)(=O)c1cccc2cccnc12 | 4 | -2.4%
CCOc1ccc(NC(=S)NCc2ccc3c(c2)OCO3)cc1 | 11 | -1.5%
CCOC(=O)C(NC(=O)Nc1ccc(O)cc1)(c1ccccc1)C(F)(F)F (stereo not drawn) | 7 | -3.1%
COC(=O)CCCCCNC(=S)Nc1ccc2[nH]c(=O)[nH]c2c1 | x | 1.1%
COc1ccc(N(C)S(=O)(=O)c2cccc(C(=O)OC(C(=O)Nc3cc(C)cc(C)c3)c3ccccc3)c2)cc1 (stereo not drawn) | -10 | -2.2%
CCCCNC(=O)c1c[nH]c2ccc(S(=O)(=O)Nc3ccc(OCC)cc3)cc2c1=O | 14 | x
O=C(O)C(O)c1ccco1 (stereo not drawn) | 4 | 9.4%
N#CC1=C(N)Oc2cc(Nc3ccccc3)ccc2C1c1ccncc1 (stereo not drawn) | 2 | 1.7%

# (next part)
molecule | Mtb RmlCD inh | GlmU inhibition
COC(=O)c1sc(NC(=O)c2ccc(OC)cc2OC)nc1C | x | -2.9%
Cc1c(/C=N/NC(N)=O)c2ccccn2c1C(=O)c1ccc(F)cc1 | 6 | -5.4%
CCC(=O)Nc1nnc(SCC(=O)c2ccc3c(c2)Cc2ccccc2-3)s1 | x | 0.5%
COc1cccc(CN2CC(O)=C(c3nc(-c4ccc(Cl)cc4)cs3)C2=N)c1 | -2 | x
CCSc1nnnn1-c1ccccc1 | x | 0.3%
O=C(NCCc1ccccc1)c1n[nH]c2ccccc12 | x | -0.5%
Cc1ccc2nc(S(=O)(=O)O)[nH]c2c1 | 5 | -1.3%
N#Cc1c(N)c(C(=O)c2ccc(Br)cc2)n2c1CCC2 | x | -1.0%
CCNC(=S)Nc1ccc(C)c(S(=O)(=O)Nc2ccccc2OC)c1 | x | -2.0%
Nc1nc(SC2c3cccc4cccc(c34)C2NS(=O)(=O)c2ccccc2)n[nH]1 (stereo not drawn) | 3 | 9.2%
CC(C)[C@H](N)c1nnc(SCC(=O)c2ccc(Cl)cc2)o1 | x | -1.0%
CN(c1cccc(NC(=O)CN(c2ccc(F)cc2)S(C)(=O)=O)c1)S(C)(=O)=O | x | -1.0%

# Next part
molecule | Mtb RmlCD inh | GlmU inhibition
COc1ccc(-n2nnc3c(SCC(=O)Nc4ccccc4F)ncnc32)cc1 | -6 | 0.9%
CS(=O)(=O)N1CCN(c2ccc([N+](=O)[O-])c(NCCN3CCOCC3)c2)CC1 | 0 | x
O=C1NC(=S)N/C1=C/c1cccc([N+](=O)[O-])c1O | -13 | 8.9%
CC(C)(C)OC(=O)C1C(=O)CC(C)(O)C(C(=O)OC(C)(C)C)C1c1ccco1 (stereo not drawn) | x | -0.2%
Cc1ccc(Cl)cc1N1CCN(S(C)(=O)=O)CC1 | x | -0.3%
O=C(NCc1ccccn1)C1CCN(S(=O)(=O)N2CCCCC2)CC1 | x | -5.8%
COc1ccc(C(=O)OCCc2ccc(O)cc2)cc1 | x | 1.4%
Cc1nn(-c2ccc(F)cc2)c(C)c1CN1CCN(CCC(C)C)C(CCO)C1 (stereo not drawn) | -9 | 0.8%
COc1ccc(-c2nnn(CC(=O)Nc3sc4c(c3C#N)CCCC4)n2)cc1 | -5 | 3.3%
COc1ccc(Cl)cc1N(CC(=O)Nc1ccc2c(c1)OCCO2)S(C)(=O)=O | x | 5.0%
COc1ccc(C)c2sc(NNC(=O)COc3ccccc3)nc12 | -7 | -4.2%
Cn1c(=O)cc(OCCCC(=O)Nc2ccc3c(c2)OCCO3)c2ccccc21 | x | 0.8%

# The list continues.
molecule | Mtb RmlCD inh | GlmU inhibition
O=C(NCc1ccccc1)c1cccc(COc2cccc(Cl)c2)c1 | x | -3.6%
O=c1oc2ccccc2cc1-c1csc(Cc2nc(-c3ccc(Br)cc3)cs2)n1 | 9 | 2.7%
Cc1cccc(N(Cc2cc3ccc(C)cc3[nH]c2=O)C(=O)c2ccco2)c1 | 10 | -2.2%
Cc1nnc(NC(=O)CSc2nc3c(c(=O)n(C)c(=O)n3C)n2C(C)C)s1 | x | 2.5%
O=C1c2ccccc2C(=O)N1CCCc1nc2ccccc2c(=O)n1-c1cccnc1 | -9 | 1.9%
Cc1ccc(-n2nnnc2SCC(=O)c2cc(C)n(-c3cc(C)on3)c2C)c(C)c1 | -11 | 3.2%
CCCCCCN1C2=NCCCN2c2ccccc21 | x | -7.1%
Cc1cccc(NC(=O)C2CCN(S(=O)(=O)c3cccs3)CC2)n1 | x | -1.6%
CC(C)CCn1c(-c2nonc2N)nc2ccccc21 | x | 0.3%
Cn1c(SCc2ccc(F)cc2)nnc1-c1cccs1 | x | -4.3%
CC(=O)C(=Cc1ccc(C(=O)O)cc1)C(C)=O | 24 | 2.8%
CCS(=O)(=O)c1ccc(C(=O)NC2CC2)c(Cl)c1Cl | -4 | -7.7%

# Continued:
molecule | Mtb RmlCD inh | GlmU inhibition
O=C1CCCC(=O)N1c1ccc(N2CCN(c3ccccc3)CC2)c([N+](=O)[O-])c1 | 4 | 4.3%
CC(C)C(=O)Nc1cccc(NC(=S)NC(=O)C(c2ccccc2)c2ccccc2)c1 | 13 | 5.1%
CC(NCc1ccccc1OC1CCCC1)c1ccccc1 (stereo not drawn) | -9 | -12%
O=C(Cc1ccc(F)cc1)N/N=C/c1ccc2c(c1)OCO2 | 6 | 2.3%
COc1ccc(C)cc1NC(=O)C1CCCN1S(=O)(=O)c1ccc2c(c1)CCC(=O)N2 (stereo not drawn) | 4 | 8.9%
CCOc1cc(C=O)ccc1OCC(N)=O | 6 | 0.8%
CCOC(=O)C1=C(N)N(c2ccc(N3CCCCC3)cc2)C(=O)C1 | x | 7.0%
CCOc1cccc(-c2nn3c(-c4ccccn4)nnc3s2)c1 | x | 0.1%
CCCCN(C)C(=O)CSc1nc(NCc2ccc(OC)cc2)c2ccccc2n1 | -1 | 2.2%
COc1ccc(NC(C(=O)Nc2cccc(C(C)=O)c2)c2ccccc2)cc1 (stereo not drawn) | -4 | -0.5%
COC(=O)c1cc(OC)ccc1-c1ccc(OC)cc1 | x | -2.4%
CC(C)CNS(=O)(=O)c1ccc(CCC(=O)NCc2ccncc2)cc1 | -2 | 0.1%

# Next records:
molecule | Mtb RmlCD inh | GlmU inhibition
COc1cc(C(=O)Oc2c(CN3CCOCC3)cc(Cl)c3cccnc23)cc(OC)c1OC | 1 | x
COc1ccccc1NC(=O)CNC(=O)c1ccc(F)cc1 | 0 | -0.7%
O=C(Nc1ccccc1C(=O)N1CCOCC1)c1ccncc1 | 8 | 8.8%
Cn1c(=O)c2cn(Cc3ccc(Cl)cc3)cc2n(C)c1=O | 5 | -0.5%
COc1ccc2c(c1)c(=O)c(C(=O)O)c(-c1ccc3c(c1)OCO3)n2C | -11 | -2.7%
Cc1cc(C(=O)NC(C)C2CCCO2)no1 (stereo not drawn) | 1 | -5.2%
COCCn1c(COc2ccc(Cl)cc2)nnc1SCC(N)=O | -5 | -4.7%
c1ccc(CNc2nc(N3CCN(Cc4ccccc4)CC3)nc3ccccc23)cc1 | x | 0.3%
O=C(Cn1nnc(N2CCCC2)n1)N/N=C/c1ccc(Cl)cc1 | -7 | 4.2%
CCN(CC)S(=O)(=O)c1ccc2c(c1)c(=O)c(C(=O)NCCOC)cn2C | 6 | 5.8%
O=C(CCC(=O)N1CCN(S(=O)(=O)c2ccc3ccccc3c2)CC1)Nc1cc(Cl)cc(Cl)c1 | 10 | 0.6%
Cc1c(N=NC2=C(O)CCCC2=O)c(=O)n(-c2ccccc2)n1C | -8 | 3.5%

# Fetched by structure from the entries so far:
molecule | Mtb RmlCD inh | GlmU inhibition
Cc1c(N=NC2=C(O)CCCC2=O)c(=O)n(-c2ccccc2)n1C | -8 | 3.5%
COCCn1c(COc2ccc(Cl)cc2)nnc1SCC(N)=O | -5 | -4.7%
O=C(CCC(=O)N1CCN(S(=O)(=O)c2ccc3ccccc3c2)CC1)Nc1cc(Cl)cc(Cl)c1 | 10 | 0.6%
Cn1c(=O)c2cn(Cc3ccc(Cl)cc3)cc2n(C)c1=O | 5 | -0.5%
O=C(Cn1nnc(N2CCCC2)n1)N/N=C/c1ccc(Cl)cc1 | -7 | 4.2%
COc1ccccc1NC(=O)CNC(=O)c1ccc(F)cc1 | 0 | -0.7%

# Continued.
molecule | Mtb RmlCD inh | GlmU inhibition
CCOC(=O)c1cccc([P+](=O)O)c1 | -56 | 5.0%
Cc1ccc(/C=C(\C#N)C(=O)N2CCCC2)c(C)c1 | 3 | 0.2%
CC(=O)N1N=C(c2cccs2)CC1c1ccco1 (stereo not drawn) | 7 | 2.5%
COc1cccc(N(C(=O)Cn2nnc3ccccc32)C(C(=O)NCc2ccco2)c2cccnc2)c1 (stereo not drawn) | x | 0.1%
CCN=C1SC(C(=O)Nc2ccc(Cl)c(Cl)c2)CC(=O)N1CC (stereo not drawn) | -9 | x
O=C(/C=C/c1cccc([N+](=O)[O-])c1)Nn1c(-c2ccccc2F)nc2ccccc2c1=O | -11 | 3.0%
CC(C)(C)Nc1nc(C(N)=O)nc(N2CCOCC2)n1 | 9 | 5.0%
COCc1cc(=O)[nH]c2cc(NC(=O)C3CC3)c(C)cc12 | -4 | 6.3%
O=C(N/N=C/c1ccc(O)cc1)c1[nH]c2ccc(Br)cc2c1-c1ccccc1 | x | 1.0%
Oc1ccc(N=Cc2ccc(O)c(O)c2)cc1 | 18 | 1.2%
Cn1nc(NC(=O)C(F)(F)F)c2ncc(-c3ccc(Cl)cc3)nc21 | -3 | -1.6%
O=C(O)COc1ccc(/C=N/NC(=O)Cc2ccc(Cl)cc2)cc1 | 2 | -1.1%

# The listing continues.
molecule | Mtb RmlCD inh | GlmU inhibition
CC1CCC2(CC1)NC(=O)N(Cc1nc(-c3ccccc3)no1)C2=O (stereo not drawn) | x | -1.8%
COc1cccc(NC(=O)n2nc(N)cc2-c2ccc(Cl)cc2)c1 | -5 | -0.8%
C/C(=C\C(=S)Nc1ccccc1)Nc1ccc2ccccc2c1 | x | -0.9%
COC(=O)NNC(=O)COc1cc(C)ccc1C | 7 | -8.3%
Cc1nn(C(=O)/C(C#N)=C/N(C)C)c(C)c1C | 8 | 2.8%
CC(C)c1ccc(CN2CC(C(=O)O)CC2=O)cc1 (stereo not drawn) | -15 | -3.7%
Cc1[nH]c2ccc(F)cc2c(=O)c1SC(F)(F)C(F)F | x | -7.4%
O=c1c2ccccc2nnn1CSc1nnc(Nc2ccccc2)s1 | 7 | 0.1%
CCCNC(=O)c1cc(SC)ccc1Cl | -3 | x
O=C(COc1cccnc1[N+](=O)[O-])Nc1ccc2c(c1)OC(F)(F)O2 | x | 3.2%
CC(=O)N/C(=C/c1ccc(OC(F)F)cc1)C(=O)O | -7 | -4.4%
COC(=O)c1ccc(NC(=O)CN2CCN(c3ccccc3C)CC2)cc1 | x | -4.6%
